14-3-3g Raf: modulators of human 14-3-3 gamma - Raf peptide interaction; 160,000 compounds, 0.19% hits; AID 422; inhibition, % at 40 µM; FP, 14-3-3gamma / TMR-pS259-Raf peptide binding; in the data active = inhibition above about 30%;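 note: 0% = protein plus tracer without compound and 100% = blank with tracer alone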
Target sequence (P61981 whole entry, looked up): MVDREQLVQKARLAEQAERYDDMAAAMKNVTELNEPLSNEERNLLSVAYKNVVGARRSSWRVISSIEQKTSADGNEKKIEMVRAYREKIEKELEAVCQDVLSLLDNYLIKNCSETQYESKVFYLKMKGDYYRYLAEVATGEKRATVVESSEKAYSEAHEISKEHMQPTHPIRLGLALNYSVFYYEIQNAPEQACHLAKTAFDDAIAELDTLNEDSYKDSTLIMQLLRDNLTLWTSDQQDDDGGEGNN
Starred values were filed as active, the others as inactive; & = joins results of further samples.

14-3-3g Raf	compound
-29.8	COc1ccc(C(=O)Nc2ccc3oc(-c4cccc(Br)c4)nc3c2)cc1[N+](=O)[O-]
-8.2	COc1ccc(NC(=O)CSc2nc3c(cnn3-c3ccc(C)cc3)c(=O)[nH]2)cc1
-65.5	Cc1cc(C)c2nc3s/c(=C/c4ccc5c(c4)n(C)c(=O)n5C)c(=O)n3c2c1
-1.2	O=C(Nc1ccccc1Cl)c1cc(S(=O)(=O)N2CCCC(C(=O)O)C2)ccc1F (stereo not given)
-3.4	CCC1CCCCN1CCCNC(=O)C1CCCN(S(C)(=O)=O)C1 (stereo not given)
1.8	O=C1CN(C(=O)c2ccc([N+](=O)[O-])cc2)C(c2ccccc2)c2cc(Br)ccc2N1 (stereo not given)
-4.7&1.3	Cc1cc(C)n(CC(=O)N2c3ccccc3Sc3ccccc32)n1
0.8	COc1ccc(OC)c(-n2nnnc2SCC(=O)NCCc2ccccc2)c1
-1.4	CCOc1ccc(S(=O)(=O)N2CCN(C(=O)c3cccn3C)CC2)cc1
-1.6	O=C(CSc1nccn1-c1ccc([N+](=O)[O-])cc1)Nc1cccc(F)c1
-8.0	O=C(Nc1ccccc1N1CCCCC1)c1ccccc1F
-2.4	COc1cc2nc(N3CCN(C(=O)OCc4ccccc4)C(C(=O)NC(C)(C)C)C3)nc(N)c2cc1OC (stereo not given)
-8.8	C/C(=N\O)c1ccccc1C(=O)O
-8.8	Cc1cccc(-c2nnc(SCc3nc4ccccc4[nH]3)n2Cc2ccco2)c1
-0.8	N#Cc1c(NC(=O)CSc2n[nH]c(Cc3ccccc3)n2)oc(-c2ccccc2)c1-c1ccccc1

The last 3 compounds of the section above open the next one:
14-3-3g Raf	compound
-8.8	C/C(=N\O)c1ccccc1C(=O)O
-8.8	Cc1cccc(-c2nnc(SCc3nc4ccccc4[nH]3)n2Cc2ccco2)c1
-0.8	N#Cc1c(NC(=O)CSc2n[nH]c(Cc3ccccc3)n2)oc(-c2ccccc2)c1-c1ccccc1
-5.8	Cc1ccc(OCc2ccoc2C(=O)O)cc1C
-0.1	CC1CN=C(N(CCc2ccccc2)C(=O)Nc2cccc(Cl)c2)S1 (stereo not given)
-2.4	O=C(CCN1CCN(c2ccccc2F)CC1)Nc1ccccc1F
8.0	COCCOC(=O)/C=C1/NC(=O)CS1
0.5	CC1CCCCN1C(=O)c1cc2nc(-c3ccc(F)cc3)cc(C(F)(F)F)n2n1 (stereo not given)
2.3	CCCCNC(=O)CSc1nc2ccccc2c(=O)n1Cc1cccs1
-1.1	CCCOc1ccc(Cc2nc3cc(C)c(C)cc3[nH]c2=O)cc1
-9.6	CCCOc1ccccc1C1NC(=O)NC(C)=C1C(=O)OCCOCC (stereo not given)
-1.1	COc1cc(C2CC(=O)NC(C)=C2C(=O)OC(C)C)c(OC)cc1Br (stereo not given)
-2.1	O=C(O)c1ccc(-n2nnnc2Oc2ccccc2C(=O)N2CCOCC2)cc1
1.2	O=[N+]([O-])c1ccc(Cl)cc1NCCOc1ccccc1
-6.6	COc1ccc(CNS(=O)(=O)c2ccc(F)c(C(=O)Nc3ccc(Cl)cc3)c2)cc1
-50.1	O=C1C(N2CCOCC2)=CC(=NS(=O)(=O)c2ccccc2)c2ccccc21
-3.5	CC(c1ccco1)N(C(=O)c1cccs1)c1ccccn1 (stereo not given)
-31.3	COc1ccc(NC(=O)CCS(=O)(=O)c2ccc(C)cc2)cc1OC

Six of the compounds above, comma-delimited:
SMILES,14-3-3g Raf
Cc1cc(C)n(CC(=O)N2c3ccccc3Sc3ccccc32)n1,-4.7&1.3
CCCCNC(=O)CSc1nc2ccccc2c(=O)n1Cc1cccs1,2.3
Cc1ccc(OCc2ccoc2C(=O)O)cc1C,-5.8
O=C1CN(C(=O)c2ccc([N+](=O)[O-])cc2)C(c2ccccc2)c2cc(Br)ccc2N1 (stereo not given),1.8
O=C(CCN1CCN(c2ccccc2F)CC1)Nc1ccccc1F,-2.4
Cc1cc(C)c2nc3s/c(=C/c4ccc5c(c4)n(C)c(=O)n5C)c(=O)n3c2c1,-65.5

The list continues:
14-3-3g Raf	compound
-0.6	O=C(c1cnn2ccccc12)N(Cc1ccco1)C1CCCC1
0.3	O=C(CSc1nnc(-c2ccccc2)n1C1CCCCC1)N1CCCC1
7.1	CCCCOc1ccc(C(=O)Oc2ccc(C#N)cc2)c(Cl)c1
-5.3	OC1(C2(O)CCCCC2)CCCCC1
-9.9	O=C(NCCc1ccccc1)c1ccc(CNC(=O)c2cccc(Br)c2)cc1
0.2	CCOC(=O)c1cnc2ccc(C(=O)OC)cc2c1NCCN1CCOCC1
-6.6	O=c1cc(-c2ccccc2)c2cc3c(-c4ccc(F)cc4)coc3cc2o1
2.1	COc1ccc2cc(S(=O)(=O)N3CCN(S(=O)(=O)c4ccc5cc(OC)ccc5c4)C(C)C3)ccc2c1 (stereo not given)
1.0	Cc1sc2nc(C(C)(C)C)oc(=O)c2c1C
-2.4	Cc1nc(SCc2ccc(F)cc2)c2c3c(sc2n1)CCC3
8.8	O=C(COc1ccccc1Cl)Nc1cc(C(=O)O)cc(C(=O)O)c1
-3.0	CCOC(=O)N1CCC(Nc2c(Nc3cccc(CC)c3)c(=O)c2=O)CC1
-4.2	CC(C(=O)N1CCN(C2c3ccccc3-c3ccccc32)CC1)N1C(=O)c2ccccc2C1=O (stereo not given)
-14.2	Cc1cc(C)cc(NC(=O)CN(C)S(=O)(=O)c2cccc3nsnc23)c1
-5.5	CCn1c(C2CC(=O)N(c3ccc(C)c(C)c3)C2)nc2ccccc21 (stereo not given)
-5.2	Cc1cccc(N(CC(=O)NC(C(C)C)C(C)C)S(=O)(=O)c2ccccc2)c1C
-7.0	CC12CCC3C(CCC4CCCCC43C)C1CCC2N (stereo not given)
1.5	CCc1nc(NCCCN2CCOCC2)c2oc3ccccc3c2n1
-15.3	C=CCc1c(C)nc2nc(SCC(=O)Nc3cccc(OC)c3)nn2c1C
3.2	CC12CN(Cc3ccccc3)CC(C)(CN(Cc3ccccc3)C1)C2=NO
1.1	CCCCNC(=O)c1cc(Sc2ccc(F)cc2)nc2ccccc12
-3.7	COc1ccc2nc3sc(C(=O)N4CCN(c5ccc(F)cc5)CC4)cc3cc2c1
0.0	O=C(O)CCNCc1ccc([N+](=O)[O-])cc1
-39.8	Cc1cc(=O)oc2cc(OC(=O)C(C)N3C(=O)CCC3=O)ccc12 (stereo not given)
-4.3	O=C(CCn1c(=O)oc2ccccc21)Nc1ccon1
-6.6	COc1ccc(-c2cc3nc(C)cc(C)n3n2)c(OC)c1
-17.7	CC1CCN(S(=O)(=O)c2ccc3[nH]cc(C(=O)N4CCc5ccccc54)c(=O)c3c2)CC1
3.1	CCCCNC(=O)c1ccc2c(c1)N=C(CC)c1cc(Cl)ccc1S2
0.4	COc1ccccc1N1C(=O)CC(Nc2ccccc2)C1=O (stereo not given)
3.6	N=c1c2c(n(Cc3ccc(Cl)cc3)c3c1CCC3)CCC2
-1.6	COC(=O)c1ccc(N(CC(=O)NC2CCCC2)C(=O)CNC(=O)c2ccco2)cc1
-3.9	CCc1ccccc1NC(=O)Cn1c(=O)n(-c2ccc(C)cc2)c(=O)c2cc(OC)c(OC)cc21
0.4	O=C(NCc1ccccn1)c1ccc(Br)cc1
-7.5	COc1ccc(NC(=O)c2c(NCc3cccc(F)c3)sc3c2CCCC3)c(OC)c1
4.9	COc1cc(C(=O)Nc2ccc(O)cc2)cc(OC)c1OC
-9.6	O=[N+]([O-])c1ccc(-c2ccc(N=Cc3ccccc3)cc2)cc1
-4.0	CCCS(=O)(=O)N1CCC(C(=O)NCCCOC(C)C)CC1
2.1	C=CCn1c(O)c(C(CC)=Nc2ccccc2NC(=O)CC)c(=O)[nH]c1=O
-253.6	Cc1c(Cl)cccc1NC(=O)c1cnn2c1NC(c1ccco1)CC2C(F)(F)F (stereo not given)
-7.7	CC(Nc1nc(N2CCCC2)nc2ccccc12)c1ccccc1 (stereo not given)
-4.4	NC(=O)c1cccn1Cc1ccc(Cl)cc1
0.6	O=c1c2ccccc2nc(-c2ccco2)n1CCCn1ccnc1
-5.6	O=C(NCc1cccc(F)c1)c1c(O)c2ccccc2[nH]c1=O
-4.0	Cn1c(Cc2cccc3ccccc23)nnc1SCC(=O)NCC1CCCO1 (stereo not given)
7.3	COc1ccc(-c2cc3nc(C4CCN(C(=O)OC(C)(C)C)CC4)c(C(=O)O)cn3n2)cc1
-0.6	Cc1cc(NC(=O)CSc2cn(C)c3ccccc23)no1
-0.8	CC(C)c1ccc2c(c1)C(=O)NC(C)(C)C2
1.9	COc1ccc(S(=O)(=O)N(CC(=O)NCCCN(C)C)c2ccc(C)cc2)cc1OC
0.9	CC(=O)Nc1cc(C(=O)NCCN2CCc3ccccc3C2)ccc1Sc1ccc(Cl)cc1
-52.2	CCN(CC)S(=O)(=O)c1cccc(C(=O)Nc2sc3c(c2C#N)CCC3)c1
-53.4	CC(C)(C)c1ccc(C2Sc3ccccc3NC3=C2C(=O)c2ccccc23)cc1 (stereo not given)
0.7	CCN(CC)C(=O)CN(c1ccc(Cl)cc1)S(=O)(=O)c1ccc(OC)cc1
-12.8	Nc1nc(CSc2nc3ccccc3s2)nc(N2CCCCC2)n1
-4.0	C=C(C)COc1ccc2c(C)c(C)c(=O)oc2c1OCC(=C)C
0.8	c1ccc(CNc2ncnc3c2cnn3-c2ccccc2)cc1
5.6	CCCCN(C)C(=O)CSc1nc2ccsc2c(=O)n1Cc1ccc2c(c1)OCO2
-2.0	O=C(NC1c2ccccc2-c2ccccc21)N1CCCCC1
0.8	O=C(Cn1c(=O)oc2ccccc21)N1CCN(c2ccc(N3CCOCC3)nn2)CC1
-2.5	CC1(C(=O)NC2CCCC2)CCC(=O)N1Cc1ccc2c(c1)OCO2 (stereo not given)
0.6	CC1=C(C(=O)OCc2ccc3c(c2)OCO3)C(c2ccc(Cl)cc2)NC(=O)N1 (stereo not given)

Going on with the list.
14-3-3g Raf	compound
-1.0	COc1ccccc1N1C(N)=NC(N)=NC12CCCCC2
-3.1	O=C(Nc1ccc2c(c1)nc1n2CCCCC1)c1cc(S(=O)(=O)N2CCOCC2)ccc1Cl
-4.5	CCOC(=O)c1ccc(NC(=O)c2ccnn2C)cc1
-0.8	COC(=O)c1cc(C(=O)OC)cc(N2C(=O)CSC2c2cccc(C(F)(F)F)c2)c1 (stereo not given)
-29.4	Cc1ccc(-n2cnc3cc(C(=O)NCCN4CCOCC4)ccc32)cc1Cl
6.0	COc1ccccc1C1C2=C(CC(C)(C)CC2=O)Nc2ncnn21 (stereo not given)
-3.1	CCC(=O)N1CCc2cc(Br)cc(S(=O)(=O)CCC(=O)Nc3cc(Cl)ccc3OC)c21
-13.0	Cc1c(Br)c(=O)oc2c(Br)c(O)ccc12
1.4	Cc1cccc(OCCC(=O)OCC(=O)N2CCc3ccccc32)c1
-19.9	COc1ccc(-c2csc3ncnc(Oc4cccc(C(F)(F)F)c4)c23)cc1
1.8	O=C1CSC2(C(=O)Nc3ccccc32)N1c1ccc(Cl)cc1 (stereo not given)
4.9	Cc1ccc(S(=O)(=O)N2c3ccccc3C(Nc3ccccc3)CC2C)cc1 (stereo not given)
-3.6	CCc1ccccc1NC(=O)c1ccc(NCc2ccccc2Cl)c([N+](=O)[O-])c1
-23.9	CCCC(CCC)C(=O)Nc1cc(C)c2c(=O)oc3ccccc3c2n1
-2.0	O=C(Nc1ccc([N+](=O)[O-])cc1)c1cccc(S(=O)(=O)Nc2ccc(Br)cc2)c1
-4.9	CC(C)(C)c1ccc(C(=O)Nc2ccc(NC(=O)c3ccco3)cc2)cc1
-13.1	Cc1cc(NC(=O)CNS(=O)(=O)c2cccc3nonc23)ccc1Br
-135.3	O=C(Oc1ccccc1)c1ccc(=O)oc1
-8.1	O=C(c1ccc2c(c1)OCO2)N1CCN=C1SCc1cccc(C(F)(F)F)c1
-13.1	Cc1sc2ncn(CC(=O)N3CCN(c4cccc(Cl)c4)CC3)c(=O)c2c1S(=O)(=O)N1CC(C)CC(C)C1 (stereo not given)
-10.6	CCOC(=O)c1cccc(N2C(=O)C3C4C=CC(CC4)C3C2=O)c1 (stereo not given)
-31.8	N#CC(C#N)=c1ccc2c(c1)N1C3=C(CCCC3)CC3CCCCC31N=2 (stereo not given)
-1.6	CC1(c2ccccc2)CC(C)(C)N(C(=O)CN2C(=O)c3ccccc3C2=O)c2ccccc21 (stereo not given)
-8.4	COCCn1c(N)c(C(=O)NCC2CCCO2)c2nc3ccccc3nc21 (stereo not given)
-5.2	Cc1ccc(CNC(=O)C2CCN(S(=O)(=O)c3c(C)noc3C)CC2)cc1
-0.2	CCOc1ccc(NC(=O)CSc2nc3nc(C)c(Cc4cccc(C)c4)c(C)n3n2)cc1
-11.5	Cc1ccc(-c2nnn(CC(=O)N(CCO)C(C(=O)NC(C)(C)C)c3ccncc3)n2)cc1 (stereo not given)
-20.7	O=C(CC1Sc2ccccc2NC1=O)Nc1ccc([N+](=O)[O-])cc1 (stereo not given)
-0.3	CC(=O)SC1CC2=CC(=O)CC[C@]2(C)C2CC[C@@]3(C)C(CC[C@@]34CCC(=O)O4)C12 (stereo not given in full)
2.6	N#CCSc1nnc2ccc3ccccc3n12
23.1	CC1CCN(C(=O)CSc2nc(-c3ccco3)cc(C(F)(F)F)n2)CC1
-9.9	O=C(Nc1ccc(-c2nc3ccccc3[nH]2)cc1)c1cccc(Cl)c1
10.7	O=C(Cn1c(=O)c2sccc2n(Cc2cccc([N+](=O)[O-])c2)c1=O)NCc1ccco1
-12.4	COC(=O)Cc1cc(=O)n(-c2nc3ccccc3s2)[nH]1
14.5	CC(NC(=O)c1sc2ccccc2c1Cl)c1ccccc1 (stereo not given)
-4.9	COc1ccc(NC(=O)Cn2nnc(C(=O)NCc3ccccc3OC)c2N)cc1Cl
2.1	COc1ccc(NC(=O)CC2C(=O)N(c3ccc(OC)cc3)C(=O)N2CCN2CCN(C)CC2)cc1 (stereo not given)
-6.8	CC(C)CCNC(=O)c1ccc2c(=O)n(Cc3ccc4c(c3)OCO4)c(=S)[nH]c2c1
-30.6	CC1(C)c2ccccc2N2CCC(=O)NC21/C=C/c1ccco1 (stereo not given)
1.1	O=C(Nc1cccc([N+](=O)[O-])c1)c1ccc2c(c1)C(=O)N(c1nccs1)C2=O

Bioassay records: PubChem, Emory University Molecular Libraries Screening Center

Not all compounds are listed; count on the stated rates, not on these rows.
